High-throughput results from PubChem.
bIAP activator – intestinal alkaline phosphatase (bovine) activation | AID 1016 | purified bovine IAP, CDP-star luminescence, 30 min; active compounds read high; fold of DMSO-control signal, blank-subtracted | activation factor at 20 µM | actives 0.17% (n = 200,000);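 active = activation factor of 2 or more at 20 µM, a signal rise over negative controls twice the positive control's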
FLuc inhib CS – counter-screen for luciferase assay inhibitors: firefly luciferase inhibition | actives 1.5% (n = 200,000) | P08659 | inhibition, % at 10 µM | ATPLite firefly luciferase biochemical luminescence, 10 min | AID 1006;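 active = inhibition above about 50% when tested at 10 µM, limit read from the data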
Target sequence (P08659 whole entry, looked up): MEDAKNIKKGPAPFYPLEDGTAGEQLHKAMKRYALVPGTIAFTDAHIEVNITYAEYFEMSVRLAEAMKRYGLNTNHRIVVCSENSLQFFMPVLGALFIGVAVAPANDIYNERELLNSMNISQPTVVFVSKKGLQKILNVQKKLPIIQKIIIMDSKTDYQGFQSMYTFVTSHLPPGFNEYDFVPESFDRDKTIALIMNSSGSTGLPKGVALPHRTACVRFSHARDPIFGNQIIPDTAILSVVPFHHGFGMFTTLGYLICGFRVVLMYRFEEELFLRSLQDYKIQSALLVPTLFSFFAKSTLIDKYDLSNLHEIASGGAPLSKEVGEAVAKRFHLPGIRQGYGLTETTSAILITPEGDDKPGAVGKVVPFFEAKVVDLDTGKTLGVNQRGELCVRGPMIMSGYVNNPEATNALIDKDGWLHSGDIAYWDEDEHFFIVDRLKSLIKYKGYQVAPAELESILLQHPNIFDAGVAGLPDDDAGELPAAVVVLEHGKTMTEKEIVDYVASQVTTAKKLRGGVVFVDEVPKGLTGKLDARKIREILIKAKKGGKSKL
L major viab – reduces viability of Leishmania major promastigotes. resazurin fluorescence viability. inhibition, % at 10 µM. actives 9% (n = 200,000). AID 1063; in the data active = inhibition above about 50%;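 also: promastigotes grown with compound for 44 hours at 28 °C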
bIAP inhibitor – intestinal alkaline phosphatase (bovine) inhibition; purified bovine IAP, CDP-star luminescence, 30 min; inhibition, % at 20 µM; 190,000 tested, under 10 active; AID 1019;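 active = over 50% inhibition of intestinal alkaline phosphatase at 20 µM in the single-dose screen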
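System: purified bovine intestinal alkaline phosphatase (IAP) enzyme; Input: IAP diluted 1/65,000,000 in the well; Measured by: CDP-star luminescence signal; Compound dosing: 20 µM single dose; Incubation: 30 min reaction at room temperature.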
RAM inhibit – inhibitors of the yeast RAM network; S. cerevisiae dse1pr::URA3 reporter, 5-FOA growth OD615, 2 d; analog-sensitive cbk1-as2 kinase mutant strain; inhibition, % at 50 µM; actives 1.8% (n = 190,000);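 active = inhibition above a set limit, 3 SD over mean compound inhibition, cut at about 8.4% in these data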;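 also: 0% = DMSO-only wells with no growth and 100% = 10 µM 1-NA-PP1 full growth; inhibition rescues growth on 5-FOA so higher OD means more RAM inhibition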
TNAP act hiacc – TNAP (human) activation, high acceptor | P05186 | purified TNAP, CDP-star luminescence, 1 M DEA, 30 min; active compounds read high; 0 = EDTA background, 1 = DMSO-only activity | activation factor at 20 µM | 200,000 tested, under 10 active | AID 1136;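 active = activation factor at least 2 at 20 µM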
Target sequence (P05186 whole entry, looked up): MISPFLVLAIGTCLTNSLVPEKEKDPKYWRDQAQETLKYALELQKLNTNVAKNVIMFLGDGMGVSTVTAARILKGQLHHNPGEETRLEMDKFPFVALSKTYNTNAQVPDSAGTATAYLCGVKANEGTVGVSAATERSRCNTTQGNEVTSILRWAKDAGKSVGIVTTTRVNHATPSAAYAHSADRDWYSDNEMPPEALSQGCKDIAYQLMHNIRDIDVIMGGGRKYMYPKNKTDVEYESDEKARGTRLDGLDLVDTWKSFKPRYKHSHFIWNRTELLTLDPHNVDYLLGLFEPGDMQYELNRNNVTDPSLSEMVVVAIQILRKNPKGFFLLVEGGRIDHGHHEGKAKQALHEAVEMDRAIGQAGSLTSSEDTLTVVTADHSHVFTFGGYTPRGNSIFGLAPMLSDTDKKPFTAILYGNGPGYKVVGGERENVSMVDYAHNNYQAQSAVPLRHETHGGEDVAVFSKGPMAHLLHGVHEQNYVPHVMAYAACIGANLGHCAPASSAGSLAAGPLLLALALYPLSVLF
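Measured by: Luminescent substrate turnover signal | Test system: Human TNAP | Input: TNAP 1/800 final | Dosing: 20 µM single point | Schedule: 30 min, room temperature | Controls: EDTA wells as negative control, DMSO wells as positive control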
TNAP inh no acc – TNAP (human) inhibition, acceptor-free conditions; P05186; purified TNAP, CDP-star luminescence, 30 min; inhibition, % at 20 µM; actives 0.26% (n = 200,000);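 active = tissue-nonspecific alkaline phosphatase inhibition above about 50% at 20 µM in the single-dose screen, limit read from the data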;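 also: 0% = DMSO negative control and 100% = EDTA positive control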
TNAP inh hiacc – inhibitors of human TNAP at high phosphate acceptor concentration; actives 0.03% (n = 200,000); purified TNAP, CDP-star luminescence, 1 M DEA; inhibition, % at 20 µM; P05186;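 active = over 50% inhibition of tissue-nonspecific alkaline phosphatase at 20 µM in the single-dose screen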;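 also: plate controls were DMSO wells for no effect and EDTA-quenched wells as full inhibition for full effect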
FLuc stim CS – firefly luciferase counter-screen for stimulation assays | P08659 | ATPlite luciferase biochemical, luminescence, 10 min; 0 = ATP-free wells, 1 = DMSO control | activation factor at 10 µM | 200,000 tested, under 10 active | AID 1027;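 active = luciferase activation factor, scaled between plate controls, of at least 2 with compound at 10 µM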
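System: Luciferase/luciferin detection reagent, cell-free biochemical luciferase assay | Medium: PBS buffer for ATP | Dosing: Test compounds dosed from 2 mM stocks in 100% DMSO | Timing: 10 min at ambient temperature | Signal: Luminescence measurement of luciferase light output | Evaluation: Luciferase activation, seen as luminescence increase over controls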
APP transl inh – APP translation inhibition; actives 0.82% (n = 190,000); SH-SY5Y APP 5'UTR-luciferase reporter, luminescence; inhibition, % at 2 µM;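 active = inhibition above a set limit, derived from the sample mean plus 3 SD, cut at about 45% in these data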; also: values of inactives mirror those of a sister screen read the other way
Numbers without * were called inactive; . = no result given.

SMILES	bIAP activator	FLuc inhib CS	L major viab	bIAP inhibitor	RAM inhibit	TNAP act hiacc	TNAP inh no acc	TNAP inh hiacc	FLuc stim CS	APP transl inh
C=CCc1cccc2cc(C(=O)OCC)c(=O)oc12	0.9	-1	-4	9	0.8	1	-12	-4	1	24
O=C(Cn1ncc2c(=O)oc3ccccc3c21)NCC1CCCO1 (stereo not given)	0.9	-4	-4	12	1.7	1	-11	2	1	-4
CCCn1c(N)c(N(CCOC)C(=O)/C=C/c2cccc(Cl)c2)c(=O)[nH]c1=O	0.9	-6	7	12	1.7	1	-12	-1	1.1	-4
Cc1ccc(C)n1-c1ccncc1	0.9	-7	0	7	1.9	1	-7	-3	1.1	-21
O=C(CSc1nnc(-c2c[nH]c3ccccc23)n1CC1CCCO1)Nc1ccc2c(c1)OCCO2 (stereo not given)	1	-6	11	4	-0.7	1	-27	0	1.1	16
COC(=O)c1ccccc1NC1c2ccccc2C(=O)N1c1cccnc1 (stereo not given)	0.9	-9	7	12	2.9	1	-19	-5	1.1	0
CC1(C)OC(=O)C(=CSc2ccc(C(C)(C)C)cc2)C(=O)O1	0.9	-6	-10	13	1.5	1	8	-4	1.1	15
N#Cc1ccc(Oc2ccc(-c3cnc4ccccc4n3)cc2)cc1C#N	0.9	-5	-4	8	4.3	1	6	0	1.1	-3
Cc1nn(C)c(C)c1S(=O)(=O)N(CC(=O)Nc1ccccn1)c1ccc(C(C)C)cc1	0.2	-6	22	.	2.3	1	-13	-3	1.1	-6
Cc1ccc2occ(C3N[C@H](C(=O)O)CS3)c(=O)c2c1 (stereo not given in full)	0.9	-5	-9	5	-2.3	1	18	-1	1	1
CN(C)C=Nc1c(Br)cc(Br)c2nonc12	1	-6	-1	4	-0.2	1	-11	0	1.1	-6
CCC(CC)C(=O)NCc1ccc(OC)cc1	1.1	-4	10	-8	-0.7	1	-9	-2	1	4
COc1ccc(OC)c2sc(NC(=O)c3ccc(S(=O)(=O)N4CCOCC4)cc3)nc12	0.9	-7	1	12	5.2	1.1	-3	-5	1.1	10
CCN1CCN(C(=O)/C=C/c2ccc(C)o2)CC1	1	4	3	-4	0.4	1	-11	3	1	-12
COc1ccc(CCn2c(-c3ccc(C(C)(C)C)cc3)n[nH]c2=S)cc1OC	0.9	-1	10	10	8.7*	1	-84	-1	1	1
O=c1[nH]c(/C(Cl)=C/c2cccc(F)c2)nc2cc(C(F)(F)F)ccc12	1	-4	6	2	4.2	1	-8	-3	1	-24
COc1ccc2c(c1)c(CC(=O)Nc1ccc(C)cc1)c(C)n2C(=O)c1ccc(Cl)cc1	0.7	-5	35	25	4.2	1.1	-7	-13	1.1	-16
O=C(Nc1ccccn1)c1ccc2c(c1)S(=O)(=O)c1ccccc1C2=O	1	-6	-6	-2	2.7	1	-10	0	1.1	-14
CCC1(C(=O)O)NC(c2cccc(OC)c2O)C2C(=O)N(c3ccccc3)C(=O)C21 (stereo not given)	1.1	-2	-6	-6	2.0	0.9	-15	6	1	-10
Cc1ccc(Cl)cc1NC(=O)N[C@@H](C)C(=O)O	0.9	-6	0	10	-0.5	1.1	-13	-5	1.1	-4
CC(C)CC1C(C#N)=C(N)OC2=C1C(=O)CC(c1ccccc1)C2 (stereo not given)	1	-4	14	3	0.7	1	-8	-3	1	-5
COc1cccc(-n2c(SCC(=O)NC(C)(C)C)nnc2-c2ccoc2C)c1	1.1	-2	1	-5	2.9	1.1	-14	-5	1	-15
CC(=O)c1cc(CC=C(C)C)c(O)cc1O	1	-3	-5	0	1.1	1	12	1	1	-4
CC(=O)NN1C(=O)/C(=C\c2ccc(O)cc2)SC1=S	0.5	8	-8	.	0.4	0.6	39	38	0.9	2
c1ccc2c(N3CCCCC3)nnc(N3CCCCC3)c2c1	0.9	2	29	11	0.5	1	-10	-4	1	-10
Following part
SMILES	bIAP activator	FLuc inhib CS	L major viab	bIAP inhibitor	RAM inhibit	TNAP act hiacc	TNAP inh no acc	TNAP inh hiacc	FLuc stim CS	APP transl inh
O=S(=O)(c1ccc(Oc2ccccc2)cc1)N1CCOCC1	1	-5	9	1	0.0	1.1	-10	-7	1.1	-6
CNC(=O)COC(=O)c1ccccc1Nc1ccccc1	0.9	-7	1	5	0.0	1	-8	-2	1.1	-30
Cc1cc(C(=O)N2CCC(Cc3ccccc3)CC2)ccc1[N+](=O)[O-]	1	-5	1	4	2.6	1	-3	1	1	16
COc1ccc2nc(-c3ccco3)c(-c3ccco3)nc2c1	0.8	49	12	15	1.0	0.9	-4	12	0.5	-6
Cc1nc(N2CCCCC2)sc1C(=O)c1ccc(SCCO)c([N+](=O)[O-])c1	1	-3	21	-3	1.0	1	-2	2	1	6
O=C(Cn1c(=O)oc2cc(S(=O)(=O)N3CCCCC3)ccc21)N1CCc2ccccc2C1	0.9	-10	-3	6	4.7	1.1	-12	-11	1.1	-8
CCOC(=O)c1nnc(-c2ccccc2)nc1Sc1c(Cl)cccc1Cl	1	-4	35	5	5.4	1.1	-13	-8	1	-12
Cc1nnc(SCC(=O)NC(=O)NCCC(C)C)s1	0.9	-11	-9	7	0.4	1.1	-11	-7	1.1	-19
CCn1ncc(NC(=O)Nc2cccc(C(F)(F)F)c2)c1C(N)=O	0.9	-5	-2	8	1.4	1	-10	-4	1	0
O=C(Nc1ccc(Cl)cc1C(=O)NCCN1CCOCC1)c1ccco1	1	-5	-7	4	0.7	1	-20	0	1.1	-7
Cc1nc(NC(=O)CSc2nnc(C)n2CC2CCCO2)sc1C (stereo not given)	1	-3	-7	4	-0.5	1	-11	-2	1	-6
CCOC(=O)C1CCCN(CCC(=O)Nc2ccc(C)c(C)c2)C1 (stereo not given)	1	-6	31	0	-0.4	1.1	-8	-6	1.1	-21
COc1ccc(N2CCN(c3oc(COc4ccccc4Cl)nc3C#N)CC2)cc1	0.9	-8	-4	11	7.3	1.1	-13	-7	1.1	8
COc1ccc(NC(=O)CSc2nnc(Cn3c(=O)sc4ccccc43)n2C)c(OC)c1	0.8	-7	-4	16	2.3	1	-12	-2	1.1	9
O=C(c1ccccc1)c1ccc(N2CCNCC2)cc1	1	0	75*	-1	1.1	1	-2	1	1	-7
Cc1ccc(C(=O)Nc2onc(C)c2C#N)cc1	0.9	0	-5	13	1.6	1	-2	2	1	-16
CCCOc1ccc(C(=O)NCC(c2cccs2)N(C)C)cc1 (stereo not given)	1	-4	-4	1	1.4	1	-8	0	1	-8
CC(=O)N=c1sccn1CC(=O)c1ccc([N+](=O)[O-])cc1	1	-8	-3	2	0.7	1	-6	0	1.1	10
N#CCCn1cc(C(CC(=O)c2ccccc2)C(=O)O)c2ccccc21 (stereo not given)	1	-1	-11	1	0.9	1	-10	-3	1	-27
CCC(=O)N1CC2(CC(c3cccc([N+](=O)[O-])c3)=NO2)C[C@H]1C(=O)NCC(N)=O (stereo not given in full)	1	-5	-8	4	1.4	1	-14	-2	1	-9
O=C(Nc1nnc(-c2ccccc2Cl)o1)c1ccc(S(=O)(=O)N2CCCCCC2)cc1	1.2	0	99*	-22	1.4	1	-12	-3	1	-4
COc1ccc(-c2nc(NC(=O)c3cc(C(C)(C)C)nn3C)sc2C)cc1	1.2	0	70*	-24	4.3	1.1	-13	-6	1	-4
CSc1nc2ccc(S(=O)(=O)N3CCOCC3)cc2s1	1	-4	-5	2	0.1	1.1	-14	-6	1	-10
CN(C(=O)COc1ccc(C(C)(C)C)cc1)C1CCS(=O)(=O)C1 (stereo not given)	0.9	-4	-8	6	1.2	1	-6	-2	1	2
Cc1cc(C)c2c(N)c(C(=O)NN3CC(=O)N(c4ccccc4F)CC3=O)sc2n1	0.9	-8	4	8	2.1	1.1	-13	-6	1.1	7

5 compounds already listed, arranged by length of the SMILES, largest number first:
SMILES	bIAP activator	FLuc inhib CS	L major viab	bIAP inhibitor	RAM inhibit	TNAP act hiacc	TNAP inh no acc	TNAP inh hiacc	FLuc stim CS	APP transl inh
O=C(Nc1nnc(-c2ccccc2Cl)o1)c1ccc(S(=O)(=O)N2CCCCCC2)cc1	1.2	0	99*	-22	1.4	1	-12	-3	1	-4
N#CCCn1cc(C(CC(=O)c2ccccc2)C(=O)O)c2ccccc21 (stereo not given)	1	-1	-11	1	0.9	1	-10	-3	1	-27
O=C(Nc1ccc(Cl)cc1C(=O)NCCN1CCOCC1)c1ccco1	1	-5	-7	4	0.7	1	-20	0	1.1	-7
COc1ccc2nc(-c3ccco3)c(-c3ccco3)nc2c1	0.8	49	12	15	1.0	0.9	-4	12	0.5	-6
O=C(c1ccccc1)c1ccc(N2CCNCC2)cc1	1	0	75*	-1	1.1	1	-2	1	1	-7

The list goes on:
SMILES	bIAP activator	FLuc inhib CS	L major viab	bIAP inhibitor	RAM inhibit	TNAP act hiacc	TNAP inh no acc	TNAP inh hiacc	FLuc stim CS	APP transl inh
CCc1cccc(C)c1NC(=O)COn1nnc2ccc(C(F)(F)F)cc21	0.7	-2	5	28	4.0	1.1	-14	-5	1	-10
CC(C)(C)c1ccc(C(=O)c2c[nH]c(C(=O)NCc3ccco3)c2)cc1	0.9	-2	4	10	2.5	1	-6	0	1	-12
CCN1C(=O)C2(C(C#N)=C(N)Oc3n[nH]c(COC)c32)c2ccccc21 (stereo not given)	1.1	0	-2	-11	0.5	1	-5	-1	1	-8
Cc1nc2ncnn2c(C)c1C/C=C/c1ccccc1	1	-6	-11	2	0.1	1.1	-5	-5	1.1	-18
COc1cccc(C2N(c3ccccn3)C(=O)C3CCCN32)c1OC (stereo not given)	1	-4	-3	3	1.4	1.1	-13	-7	1	-5
Cc1ccc(NC(=O)CCC(=O)N/N=C/c2cc([N+](=O)[O-])ccc2O)cc1	0.9	-4	36	9	4.0	0.9	14	6	1	-1
COc1ccc(-c2noc(CNC(=O)Nc3ccc(F)cc3)n2)cc1	1	-4	19	2	2.5	1.1	-17	-6	1	-1
O=C(NCc1ccccc1)C1=C[C@@H](C2CCCCC2)C[C@@H](OCc2ccc(CO)cc2)O1	1	-8	50*	-4	17*	1.1	-6	-6	1.1	-15
CCCCC(=O)Nc1ccc2c(c1)oc1ccccc12	0.9	8	-5	5	1.8	1	-8	-1	0.9	-92
Cc1noc(C)c1S(=O)(=O)N1CCC(C(=O)NCCc2ccc(S(N)(=O)=O)cc2)CC1	0.9	-5	-1	13	-0.1	1.1	-13	-7	1	3
CCOC(=O)CN1N=C(/C=C/c2ccc(C(C)C)cc2)CCC1=O	1.1	3	-3	-8	-0.8	1	-2	0	1	-16
Cc1cc(=O)[nH]c(SCC(=O)N2CCc3ccccc3C2)n1	1	-4	-4	-4	0.3	0.9	-8	6	1	4
Nc1cc(C(=O)OCC(=O)N2CCCC2)ccc1Cl	1	-1	-4	1	1.2	1.1	-7	-5	1	-6
O=C(COc1ccc(Br)cc1CNC1CCCC1)Nc1ccccc1	1.3	-2	53*	-30	0.0	1	-22	-4	1	3

No enrichment for hits. Share with any hit: about 13%.
